Compound activity from PubChem.
CHRM4 antagonist – antagonists of human muscarinic M4 receptor (CHRM4); inhibition, % at 3 µM; hit rate 0.73% among 360,000; CHO-hM4 cells, ACh EC80, Fluo-8 calcium fluorescence; P08173; AID 624125;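 active = inhibition above its plate's cutoff, the mean inhibition of sample wells plus 3 SD, cut at about 27% in these data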;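 note: 0% = acetylcholine EC80 with DMSO and 100% = DMSO without agonist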
Target sequence (P08173 whole entry, looked up): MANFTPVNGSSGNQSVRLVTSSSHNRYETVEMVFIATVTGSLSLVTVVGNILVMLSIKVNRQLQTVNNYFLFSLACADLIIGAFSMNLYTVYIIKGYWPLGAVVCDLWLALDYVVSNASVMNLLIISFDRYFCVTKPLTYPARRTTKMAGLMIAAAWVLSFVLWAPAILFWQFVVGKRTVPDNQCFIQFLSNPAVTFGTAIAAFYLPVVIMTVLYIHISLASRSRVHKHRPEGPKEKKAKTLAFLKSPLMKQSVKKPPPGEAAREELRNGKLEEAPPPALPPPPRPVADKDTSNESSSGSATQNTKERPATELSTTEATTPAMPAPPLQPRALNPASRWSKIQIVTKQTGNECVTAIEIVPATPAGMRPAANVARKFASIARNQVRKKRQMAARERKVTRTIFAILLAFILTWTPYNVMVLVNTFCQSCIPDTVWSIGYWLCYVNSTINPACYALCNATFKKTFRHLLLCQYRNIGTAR
CHRM5 antagonist – antagonists of human muscarinic M5 receptor (CHRM5). AID 624040. hit rate 0.59% among 360,000. P08912. inhibition, % at 3 µM. CHO-hM5 cells, Fluo-8 calcium fluorescence, ACh EC80;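 active = inhibition above a per-plate cutoff, the mean of that plate's test compounds plus 3 SD, cut at about 27% in these data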;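 note: 0% = acetylcholine EC80 with DMSO and 100% = DMSO without agonist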
M1 ag – activates human CHRM1 receptor. P11229. CHO-K1 hM1, Fluo-8 calcium fluorescence, agonist mode; 0% DMSO, 100% acetylcholine EC100. activation, % at 3 µM. hit rate 0.33% among 360,000. AID 588814;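 active = activation above the run's mean compound activation plus 3 SD, cut at about 16% in these data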;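 note: peak over basal fluorescence ratio within a 140 s kinetic read after compound addition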
Target sequence (P11229 whole entry, looked up): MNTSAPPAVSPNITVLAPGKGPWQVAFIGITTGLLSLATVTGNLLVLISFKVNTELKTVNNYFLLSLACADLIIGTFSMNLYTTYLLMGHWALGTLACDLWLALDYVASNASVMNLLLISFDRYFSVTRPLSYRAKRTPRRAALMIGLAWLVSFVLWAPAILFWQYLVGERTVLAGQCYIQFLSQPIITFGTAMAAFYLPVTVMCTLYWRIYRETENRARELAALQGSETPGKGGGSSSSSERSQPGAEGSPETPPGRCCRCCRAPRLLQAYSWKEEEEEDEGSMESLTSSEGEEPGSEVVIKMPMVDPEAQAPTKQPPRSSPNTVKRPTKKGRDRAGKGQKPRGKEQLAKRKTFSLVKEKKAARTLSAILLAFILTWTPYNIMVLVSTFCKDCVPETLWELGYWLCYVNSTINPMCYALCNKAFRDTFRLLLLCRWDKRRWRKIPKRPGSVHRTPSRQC
M5 ag – CHRM5 agonism in calcium assay; CHO-K1 hM5 cells, Fluo-8 calcium fluorescence; 0% DMSO wells, 100% maximal acetylcholine response; hit rate 0.19% among 360,000; activation, % at 3 µM;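 active = activation above the run's mean over test compounds plus 3 SD, cut at about 23% in these data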;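 note: signal is peak over basal fluorescence ratio across the kinetic read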
CHRM4 agonist – agonists of human muscarinic M4 receptor (CHRM4) | P08173 | CHO-K1 hM4/Gqi5, Fluo-8 calcium fluorescence; vehicle 0%, full acetylcholine response 100% | activation, % at 3 µM | hit rate 0.14% among 360,000 | AID 624127;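 active = activation above the run mean over all test wells plus 3 SD, cut at about 32% in these data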;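 note: peak over basal fluorescence ratio per well then scaled between controls; 0% = DMSO wells and 100% = acetylcholine at EC100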
M1 antag – human CHRM1 antagonism; P11229; inhibition, % at 3 µM; AID 588852; CHO-K1 hM1, Fluo-8 calcium fluorescence, ACh EC80 antagonist; hit rate 1.3% among 360,000;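 active = percent inhibition above its own plate's cutoff, namely the mean of that plate's compound wells plus 3 SD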;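 note: peak over basal fluorescence ratio during 140 s after agonist addition; 0% = ACh EC80 plus DMSO and 100% = DMSO alone without agonist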
M5 PAM – CHRM5 positive allosteric modulation; hit rate 0.3% among 360,000; activation, % at 3 µM; CHO-K1 hM5, Fluo-8 calcium, ACh EC20 PAM; 0% = ACh EC20, 100% = ACh EC100;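 active = activation above the run cutoff, the mean activation of all test compounds plus 3 SD, cut at about 18% in these data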
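Measured by: Fluo-8 calcium fluorescence; material: human M5 receptor in CHO-K1 cells; schedule: Post-acetylcholine fluorescence recording 140 s; benchmarks: low control EC20 acetylcholine (0%), high control EC100 acetylcholine (100%); read-out: Max/basal fluorescence ratio as % of EC20–EC100 ACh window; compound: single dose, 3 µM nominal final test concentration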
CHRM1 PAM – positive allosteric modulators of human M1 muscarinic receptor; P11229; CHO-K1 hM1, Fluo-8 calcium fluorescence, ACh EC20; 0% = ACh EC20, 100% = maximal ACh; activation, % at 3 µM; hit rate 0.088% among 360,000; AID 588819; in the data active = activation above about 19%, passing the limit was not always enough
TAAR1 ag – human TAAR1 agonism; Q96RJ0; CHO RD-HGA16 TAAR1, Fluo-8 calcium fluorescence; vehicle wells 0%, saturating PEA agonist 100%; activation, % at 3 µM; hit rate 0.99% among 360,000; AID 624467;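 active = activation above the mean activation of all test compounds in the run plus 3 SD, cut at about 38% in these data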
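System: CHO-derived RD-HGA16 cells with stable Gα16 and human TAAR1. Times: 17-24 h plating, Fluo-8 75 min 37 °C, 30 min RT. Measured by: calcium-sensitive Fluo-8 signal, excitation 470-495, emission 515-575 nm. Read-out basis: % activation relative to PEA EC100 response. Control set: DMSO and PEA EC100. Repeats: no replicates (n 1).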
Starred values were filed as active, the others as inactive; x = not tested or not shown. Not all compounds are listed. The share of hits here may be higher or lower than overall.

molecule,M5 PAM,M1 antag,TAAR1 ag,CHRM4 antagonist,CHRM5 antagonist,M1 ag,M5 ag,CHRM1 PAM,CHRM4 agonist
CN(C)S(=O)(=O)c1ccc(C(=O)NCC[N+]2(C)CCCCCC2)o1,-2,12,3,10,7,-8,-1,-8,0
CCc1cccc2c(C(=O)COC(=O)[C@@H]3CC(O)CN3S(=O)(=O)c3ccccc3[N+](=O)[O-])c[nH]c12 (some centres undefined),-4,22,11,4,9,0,2,-10,9
O=C(NCc1ccc(F)cc1)c1cc(S(=O)(=O)N2CCCCC2)c[nH]1,1,2,3,-11,-7,-2,1,-2,4
COc1ccc(CN2CCN(C(=O)Cn3nc(C)n4cccc4c3=O)CC2)c(OC)c1OC,-4,-12,2,-2,10,-2,-3,11,1
CCN(CCn1cccn1)Cc1cn[nH]c1-c1cccc2ccccc12,10,-6,-2,-4,-2,-5,-14,4,1
COc1ccc(NC(=O)CN(C)C(=O)c2ccc(NS(=O)(=O)c3ccc4[nH]c(=O)[nH]c4c3)cc2)cc1,1,-11,1,-1,8,-4,1,9,0
CC(C)(C)OC(=O)N(CCc1ccccc1)Cc1ccccc1OCc1ccc(NC(=O)C2CCC2)cc1,-2,-9,2,6,-9,-2,1,4,2
CCCCc1cc(=O)oc2c(CN(C)C)c(O)c(Cl)cc12,2,-2,1,-5,-1,-6,1,4,0
Cc1nn(CC#N)c(=O)n1-c1ccc(F)cc1,-1,-8,15,7,-1,-2,-2,1,2
COc1ccc(NC(=O)CNc2ccc(OC)c(S(=O)(=O)N3CCOCC3)c2)cc1,-4,-5,0,-3,8,0,1,1,1
COCCn1c(N)c(Sc2ccccc2)c(=O)[nH]c1=O,7,-13,4,4,-4,-3,1,10,1
Cc1c(C(=O)OCC(C)(C)CN(C)C)oc2ccccc12,0,53*,1,-3,-3,-4,-13,-20,1
CC(=O)N1c2ccc(S(=O)(=O)NCC3CCC(C(=O)Nc4cccc(C)n4)CC3)cc2CC1C (centres undefined),-12,16,7,12,10,3,4,-11,19
COc1ccc(/C=C/C(=O)c2cc(Br)ccc2O)cc1OC,6,5,8,4,6,-3,-4,1,0
COc1cccc(CNC(=O)Cc2c(C(=O)O)[nH]c3ccccc23)c1,-1,-6,2,-3,0,-6,-1,6,0
CC1(C)CSC(=S)N1S(=O)(=O)c1ccccc1,-4,-10,0,4,4,-7,-2,0,-1
O=S(=O)(O)c1cnccc1Nc1cccc(C(F)(F)F)c1,7,-9,2,-4,-4,-3,8,4,1
CN(CCC#N)C(=O)COC(=O)c1cccnc1Nc1ccccc1F,10,-7,4,5,-9,-7,0,9,1
Cc1ccc(/C=N/N2CCN(Cc3ccccc3)CC2)s1,8,0,4,-7,-5,-4,-8,6,-1
Cc1nn(-c2ccccc2)c(-n2cccc2)c1C(=O)O,-1,5,-1,1,-3,-4,-1,0,0
Cc1c(Cl)cnc(NC(=O)COC(=O)[C@H](C)NC(=O)c2ccccc2)c1Cl,3,-5,0,14,6,-4,0,6,0
COc1nc(Nc2ccccc2F)nc(OC)n1,-7,-16,-1,-4,-14,-2,1,8,0
O=C(COc1ccccc1C(=O)c1cnn(-c2ccccc2)c1)Nc1ccc2ccccc2c1,0,0,2,0,-4,6,-2,14,0
CCOC(=O)C1=C(O)/C(=C/c2cc(OC)c(OC)c(OC)c2)SC1=Nc1ccc(OC)cc1,4,-8,7,-8,-1,-1,-1,5,0
CN(CC(=O)Nc1cccc(F)c1)C(=O)CSc1ccccc1F,1,9,1,3,-3,0,-3,-4,2
Cc1ccc(-c2noc(CN(C(=O)CCCCCN3C(=O)c4ccccc4C3=O)C(C)C)n2)cc1,-18,8,6,-9,3,-2,-4,-6,7
CC(C)(C)C(=O)NC(NC(=O)C(C)(C)C)c1ccc([N+](=O)[O-])cc1,-1,-10,5,9,-5,-4,0,7,0
Cn1cnnc1SCC(=O)NCc1ccccc1,-2,-1,3,-2,9,-4,2,7,0
COc1ccc(CN(C)CC(=O)Nc2cccc(S(N)(=O)=O)c2)c(OC)c1OC,2,-14,4,3,4,-2,1,11,1
Nc1nc(N)c2c(n1)CN(Cc1ccc(Cl)cc1)C2,1,-10,13,-2,-2,-2,-1,4,1
COc1ccc(/C=N\NC(=O)c2cc(O)c(O)c(O)c2)cc1CN1CCN(c2ccc(F)cc2)CC1,-1,-3,1,-10,-7,-8,-6,2,1
O=C(CN1C(=O)NC2(CCc3ccccc32)C1=O)c1c[nH]c2ccccc12 (centres undefined),2,-8,2,-9,-4,-1,4,10,3
COc1ccc(NC(=O)c2cc(-c3ccccc3)oc2C)cc1,-3,1,0,-2,-2,-6,-5,-2,1
COc1ccc(Nc2ncnc3scc(-c4ccc(OC)cc4)c23)cc1,-12,19,2,9,7,-11,-6,-20,-2
Cc1cc(-n2c(C)cc(C(=O)CSc3nncn3C)c2C)no1,7,-8,1,-5,7,-7,-7,2,0
C=CCn1c(SCC(=O)c2cc(C)n(CC3CCCO3)c2C)nnc1-c1ccccc1 (centres undefined),-6,-1,5,-10,0,-2,-8,3,2
CC1(c2ccc(Cl)cc2)NC(=O)N(CC(=O)NC(=O)NCc2ccco2)C1=O (centres undefined),0,-10,-2,4,1,0,4,4,3
CCc1ccccc1NC(=O)CN(C)C(=O)Cn1cc(C(F)(F)F)cc(Cl)c1=O,-8,3,2,0,14,-1,-5,8,1
O=c1c(S(=O)(=O)c2ccc(Cl)cc2)cn(Cc2ccccc2F)c2ccc(F)cc12,2,7,4,-7,-3,-9,-1,-5,1
CCCCn1c(SCC(=O)NC(C)CC)nc2ccc(N3CCOCC3)cc2c1=O (centres undefined),-4,4,5,7,1,-4,-2,1,2
O=C(CN1CCN(Cc2ccccc2)CC1)N=Nc1c(O)[nH]c2ccccc12,5,-1,3,8,2,-7,-6,1,1
CCN1CCN(c2ncnc3sc(C)c(-c4ccccc4)c23)CC1,-6,29*,0,-14,9,-11,-6,-16,2
CC(=O)Nc1ccc(NC(=O)CSc2nc(=O)n3cccc(C)c3n2)cc1,3,-2,1,-1,-2,1,-3,8,0
Cc1ccc(N(CC(=O)NCCSCc2ccco2)S(C)(=O)=O)cc1,-2,-13,-4,8,1,-3,0,5,0
OC(CNC1CCCCC1)CNC1CCCCC1,0,-7,13,-1,0,-12,-5,11,1
COc1ccc(CNC(=O)CN(Cc2ccc(C)cc2)S(=O)(=O)c2ccc(Cl)cc2)cc1,-1,15,13,-7,-2,-2,-3,0,0
O=C(Nc1ccc(N2CCN(C(=O)c3ccc(Cl)cc3)CC2)cc1)c1cccnc1,-6,5,9,11,3,-1,4,-1,9
Nc1cc(=O)[nH]c(SCc2ccccc2)n1,-2,-4,1,-13,-2,1,2,11,2
COc1ccccc1C(C#N)c1cccc(Cl)n1 (centres undefined),-3,0,4,8,12,-7,-4,-1,0
Cc1cc(C(C)(C)C)ccc1Oc1cccc2c1S(=O)(=O)N(C1CCCC1)CC(COCc1ccccc1)O2 (centres undefined),-3,-11,2,7,9,-4,1,9,0

Entries listed so far that contain a CF3 group, in the order listed:
molecule,M5 PAM,M1 antag,TAAR1 ag,CHRM4 antagonist,CHRM5 antagonist,M1 ag,M5 ag,CHRM1 PAM,CHRM4 agonist
O=S(=O)(O)c1cnccc1Nc1cccc(C(F)(F)F)c1,7,-9,2,-4,-4,-3,8,4,1
CCc1ccccc1NC(=O)CN(C)C(=O)Cn1cc(C(F)(F)F)cc(Cl)c1=O,-8,3,2,0,14,-1,-5,8,1

More entries
molecule,M5 PAM,M1 antag,TAAR1 ag,CHRM4 antagonist,CHRM5 antagonist,M1 ag,M5 ag,CHRM1 PAM,CHRM4 agonist
Cc1ccc(-c2nnn(CC(=O)N3CCCc4ccccc43)n2)cc1,4,-8,5,-17,-1,-3,-12,3,3
CCN1CCN(CC(O)COc2ccc(C(C)=O)cc2)CC1 (centres undefined),-4,-13,1,-10,2,-6,0,8,0
Cc1c(NC(=O)C(C)OC(=O)/C=C/c2ccccc2)c(=O)n(-c2ccccc2)n1C (centres undefined),0,-19,2,-9,7,-4,-2,8,3
Nc1c2c(=O)oc(-c3ccccc3)cc2nn1-c1ccccc1,-4,-1,14,-7,-2,-3,-1,2,5
CCNc1nc(N)nc(-c2cc(Cl)ccc2O)n1,-1,-5,x,-2,6,-2,-1,10,1
COc1ccc(N/N=C(\C=N\O)C(=O)c2ccc(OC)cc2)cc1,2,-5,1,-7,8,-3,-3,1,2
O=C1COc2ccccc2C(c2nc3ccccc3[nH]2)N1Cc1ccccc1 (centres undefined),4,x,-1,2,-8,x,-1,x,2
COc1ccc(CCN(C)C2CCCN(S(=O)(=O)c3ccccc3F)C2)cc1OC (centres undefined),8,-16,2,-2,-10,-8,-10,11,1
Cc1ccc2c(c1)N(CC(=O)NC1CCCC(C)C1C)C(=O)c1cccnc1O2 (centres undefined),-2,11,-2,-4,4,-1,0,-4,0
O=C(NNc1ccc(C(F)(F)F)cc1[N+](=O)[O-])c1ccc(NS(=O)(=O)c2ccc(F)cc2)cc1,-4,3,4,0,6,-7,-5,0,-1
Nc1cccnc1Oc1ccccc1F,-8,-2,7,-18,17,-3,-2,6,0
O=C(COC(=O)c1nc(Cl)ccc1Cl)NC1CCS(=O)(=O)C1 (centres undefined),-5,16,1,7,4,-3,0,-4,0
COc1ccccc1C(CC(=O)c1ccccc1)C(=O)c1ccccc1 (centres undefined),-14,x,6,27*,9,x,5,x,14
N#Cc1c(N2CCCCC2)nc(N)c2c(N)nc3c(c12)CC(c1ccccc1)O3 (centres undefined),9,-2,4,-1,-2,-5,-8,6,0
C=CCn1c(CNC(=O)c2ccco2)nnc1SCC(=O)c1ccc(F)cc1,-3,-7,1,-2,3,-3,-3,6,1
O=C1c2ccccc2C(Nc2cccnc2)N1Cc1ccccc1 (centres undefined),-12,9,1,29*,5,-9,0,-10,14
Cc1cc(C)c(S(=O)(=O)/N=C2/C=C(Sc3ncn[nH]3)C(=O)c3ccccc32)cc1C,3,-2,30,10,5,-1,4,6,4
Cc1cc(NC(=O)/C(C#N)=C\c2ccc(-c3ccc(SC(F)F)cc3)o2)n(-c2ccccc2)n1,2,-8,0,-2,7,4,1,0,1
CCOc1ccccc1N1CCN(C(=O)c2ccc3[nH]c(C)c(C)c3c2)CC1,-7,9,7,-7,-1,1,1,-6,10
CC(C)c1ccc(S(=O)(=O)Nc2ccc3c(c2)OCO3)cc1,-17,5,8,3,13,1,-7,2,3
O=C(Cc1cc(=O)oc2cc(O)ccc12)N[C@@H](Cc1c[nH]c2ccccc12)C(=O)O,6,7,0,5,5,-4,1,-1,0
